Screening data from PubChem BioAssay.
RAD54 inh: blocks human RAD54 Holliday junction branch migration. 360,000 tested, 0.14% active. FAM/BHQ fluorescence. Q92698. AID 602329. inhibition, % at 10.4 µM;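 active = mean normalized replicate activity at least 40 and at least half of replicates scoring 40 or more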;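 note: 0% = median of neutral control wells and 100% = median of positive control wells; inhibitors cause a drop in the FAM fluorescence signal; in these data hits start at about 50%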
E-sel inducer: E-selectin induction on HUVECs; P16581; HUVEC E-selectin immunofluorescence imaging; normalized: neutral wells 0, TNF-alpha wells 100; activation, % at 7.58 µM; 260,000 tested, 0.37% active; AID 686992;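 active = mean E-selectin-positive cell signal at least 10% of the positive control, reached in at least 60% of replicates, without over 20% cell loss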;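 note: in these data hits start at about 27%; measured in HUVEC primary endothelial cells; signal is the percent of cells scored E-selectin positive by PE staining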
Target sequence (P16581 whole entry, looked up): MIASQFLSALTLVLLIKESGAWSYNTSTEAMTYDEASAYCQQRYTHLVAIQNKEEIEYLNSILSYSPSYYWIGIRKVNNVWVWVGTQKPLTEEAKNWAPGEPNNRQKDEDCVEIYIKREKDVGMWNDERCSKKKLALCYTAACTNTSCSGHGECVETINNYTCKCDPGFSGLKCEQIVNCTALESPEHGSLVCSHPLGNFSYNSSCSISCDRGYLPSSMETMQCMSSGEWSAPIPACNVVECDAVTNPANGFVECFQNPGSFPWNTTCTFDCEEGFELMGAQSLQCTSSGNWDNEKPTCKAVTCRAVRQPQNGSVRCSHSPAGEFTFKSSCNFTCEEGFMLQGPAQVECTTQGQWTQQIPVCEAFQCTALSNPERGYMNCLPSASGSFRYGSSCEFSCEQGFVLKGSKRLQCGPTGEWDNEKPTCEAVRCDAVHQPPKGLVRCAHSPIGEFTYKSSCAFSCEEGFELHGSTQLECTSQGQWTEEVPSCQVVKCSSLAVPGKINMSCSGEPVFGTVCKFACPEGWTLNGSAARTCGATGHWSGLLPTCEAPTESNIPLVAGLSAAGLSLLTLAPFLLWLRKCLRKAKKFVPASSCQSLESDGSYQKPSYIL
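Test system: HUVEC | Signal: Immunofluorescence imaging | Read-out: Percent E-selectin-positive cells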
EWS-Fli block: EWS/Fli transcriptional activity inhibition; AID 651661; A673 NR0B1-luciferase reporter, viability-normalised; inhibition, % at 12.6 µM; 350,000 tested, 0.67% active;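 active = mean inhibition of at least 50% after viability correction, with every replicate also passing that limit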;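 note: firefly luciferase signal divided by Alamar Blue viability fluorescence both relative to DMSO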
RAD52 inh: blocks human RAD52 DNA annealing | P43351 | recombinant RAD52 DNA annealing, FRET fluorescence | inhibition, % at 18.7 µM | 360,000 tested, 0.46% active | AID 651710;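 active = every replicate showing at least 50% inhibition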
XiGFP reactiv: reactivates the inactive X chromosome in mouse fibroblasts | XiGFP mouse fibroblasts, % GFP-positive cells imaging, 3 d; cells co-treated with 5-aza-dC sensitizer; scaled so ellipticine positive control = 100% | activation, % at 7.58 µM | 360,000 tested, 0.055% active | AID 743238;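 active = mean normalized replicate activation at least 10% and every replicate at or above 10%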;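 note: 0% = median of on-plate neutral control wells and 100% = ellipticine 6 µM median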
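System: 68-5-11 XiGFP fibroblast line; Timing: 3 days compound exposure; Compound dosing: one concentration, pinned; Benchmarks: positive control ellipticine, 6 µM final; Buffer or medium: DMEM containing 5-aza-dC.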
S100A4 MyoIIA: S100A4-myosin IIA interaction inhibition. P26447. S100A4/TAMRA-MyoIIA peptide fluorescence polarization. inhibition, % at 10.7 µM. 360,000 tested, 0.14% active. AID 652163;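 active = mean inhibition of at least 70% across replicates, with every replicate also reaching that level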
Target sequence (P26447 whole entry, looked up): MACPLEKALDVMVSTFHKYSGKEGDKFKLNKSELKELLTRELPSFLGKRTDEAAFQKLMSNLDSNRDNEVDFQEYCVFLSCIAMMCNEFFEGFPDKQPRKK
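Test system: S100A4 monomer protein. Medium: HEPES buffer with Ca2+, pH 7.2. Reagent: fluorescent myosin IIA peptide, 5 nM. Compound dosing: single-point compound testing. Timing: 5 min between mix addition and reading. Benchmarks: DMSO neutral and TFP positive wells.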
FN deposit inh: fibronectin deposition inhibition; AH1F fibroblasts, Alexa488-fibronectin deposition fluorescence, overnight; inhibition, % at 12.6 µM; 350,000 tested, 0.086% active;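 active = mean inhibition across replicates of 30% or more, regardless of how many single replicates reach that level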;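 note: positive control wells lacked labelled fibronectin entirely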
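Assay system: AH1F fibroblasts assembling fluorescent fibronectin matrix; Amount: 10000 AH1F cells per well; Buffer or medium: DMEM, 2% serum; Probe or stimulus: Alexa488-fibronectin, 24 nM final in well; Doses: single compound dose, delivered by pin transfer; Incubation: 1 h adhesion, overnight exposure; Measured by: fluorescence 485/525 nm; Read-out: fibronectin deposition inhibition.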
esBAF inh: SWI/SNF esBAF complex inhibition | mouse ES cells, Bmi1-luciferase knock-in reporter, 24 h; 100% = twice the neutral-well signal | reporter increase, % at 12.5 µM | 350,000 tested, 2% active; in the data active = activation above about 40%;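 note: 0% = median of the plate's neutral control wells and 100% = double that signal; a rise in the Bmi1 reporter signal indicates esBAF inhibition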
Numbers without * were called inactive; nt = not tested or not shown; & = joins results of further samples.

SMILES	RAD54 inh	E-sel inducer	EWS-Fli block	RAD52 inh	XiGFP reactiv	S100A4 MyoIIA	FN deposit inh	esBAF inh
COc1cc2c(cc1OC)CN(CC(=O)Nc1cccc([N+](=O)[O-])c1)CC2	15	-0.5	-7	-5	0.1	7	6	-4
Cc1ccc(NC(=O)COC(=O)c2cc(C)nc3ccccc23)c([N+](=O)[O-])c1	nt	nt	3	-10	0.0	4	-12	nt
C=CCn1c(CCn2c3ccccc3c3ccccc32)n[nH]c1=S	-3	nt	8	-4	0.2	0	-2	nt
CCCOc1ccc(N2CC(C(=O)Nc3ccc4c(c3)OCO4)CC2=O)cc1 (stereo not given)	-5	0.3	-2	-8	0.2	7	-8	-1
CN(C)/C=C1\C(=O)Oc2ccccc2C1=O	-2	-0.2	-2	-11	0.1	-7	3	nt
O=C(Cc1ccc(NC2=NC3CS(=O)(=O)CC3S2)cc1)Nc1ccc(F)cc1 (stereo not given)	-2	2.8	-8	-9	0.1	0	1	3
CC(=O)c1ccc(S(=O)(=O)Nc2ccc(Cl)c(S(=O)(=O)N3CCCC3)c2)cc1	11	-0.5	1	-10	0.5	-4	nt	0
CC(NC(=O)/C(C#N)=C1\N=C(NC(=O)c2ccco2)c2ccccc21)c1ccccc1 (stereo not given)	-6	-1.6	2	-106	0.0	1	-1	nt
C[C@@H]1CN([C@H](C)CO)C(=O)c2cccc(NC(=O)Nc3ccc(F)cc3)c2O[C@H]1CN(C)S(=O)(=O)c1cn(C)cn1	nt	15	-7	nt	0.1	nt	nt	-2
O=C(O)c1cc2c(cc1NC(=O)c1c(F)cccc1Cl)OCCCO2	2	nt	-6	-8	0.0	2	-2	4
C[C@@H]1CN([C@H](C)CO)C(=O)c2cc(NS(=O)(=O)c3cn(C)cn3)ccc2O[C@@H]1CN(C)S(=O)(=O)c1cccs1	13	-0.1	-3	-15	-0.4	-1	nt	0
NC1=NC[C@H](Cc2ccc(O)cc2)N1CCCCC1CCCCC1	16	nt	18	-2	0.3	-3	-7	-10
CCn1c(SCC(=O)Nc2nccs2)nnc1-c1ccccn1	-9	0.1	nt	-18	0.3	5	nt	1
CCOC(=O)C1=C(CC)Nc2ccccc2N=C1NC(=O)c1ccc(S(=O)(=O)N2CCCC2)cc1	nt	1.4	8	-56	0.0	-3	2	nt
CC(=O)c1cccc(N2C(=NC(=O)COc3ccccc3)SC3CS(=O)(=O)CC32)c1 (stereo not given)	0	1.2	nt	-8	0.0	-1	4	-5

A portion from further up:
SMILES	RAD54 inh	E-sel inducer	EWS-Fli block	RAD52 inh	XiGFP reactiv	S100A4 MyoIIA	FN deposit inh	esBAF inh
CCOC(=O)C1=C(CC)Nc2ccccc2N=C1NC(=O)c1ccc(S(=O)(=O)N2CCCC2)cc1	nt	1.4	8	-56	0.0	-3	2	nt
CC(=O)c1cccc(N2C(=NC(=O)COc3ccccc3)SC3CS(=O)(=O)CC32)c1 (stereo not given)	0	1.2	nt	-8	0.0	-1	4	-5

Other entries follow.
SMILES	RAD54 inh	E-sel inducer	EWS-Fli block	RAD52 inh	XiGFP reactiv	S100A4 MyoIIA	FN deposit inh	esBAF inh
C[C@H]1CN([C@@H](C)CO)C(=O)c2cc(NC(=O)Cc3cn(C)c4ccccc34)ccc2O[C@@H]1CN(C)Cc1ccccc1	2	2.4	-1	-5	0.1	28	nt	-2
COc1ccccc1NC(=O)Nc1cc(C(C)(C)C)nn1C	nt	-0.1	1	4	0.0	1	2	nt
C[C@H]1CN([C@@H](C)CO)C(=O)c2cc(C#Cc3ccccc3)cnc2O[C@@H]1CN(C)C(=O)C1CC1	17	0.8	-11	7	0.2	2	15	-5
COc1cc(O)ccc1C(=O)CCc1ccc(O)cc1	10	nt	3	-9	0.0	-5	-3	7
Cn1cc(-c2cccc(C(F)(F)F)c2)cc(C#N)c1=O	-15	0.0	5	-11	0.0	3	2	-8
Cc1sc(NC(=O)c2ccco2)c(CN2CCN(c3ccc(F)cc3)CC2)c1C	-9	nt	nt	-3	nt	-9	-3	2
CCc1cccc(C)c1NC(=O)CSc1nnc(C)o1	-8	-0.3	nt	-1	0.0	3	nt	4
COCc1cn(CC[C@@H]2CC[C@@H](NC(=O)Nc3ccc(OC)cc3)[C@H](CO)O2)nn1	-5	-0.3	-3	-9	-0.6	0	nt	1
COc1cccc(-c2noc(-c3ccc(Br)o3)n2)c1	nt	3.2	-81	-17	0.0	0	-14	nt
CC(C)(C)OC(=O)N[C@@H](C(=O)OC(C)(C)C)c1ccc(C(F)(F)F)cc1	1	0.5	-2	-8	-0.3	2	6	-3
N#C[C@H]1[C@H](c2ccccc2-c2ccccc2)[C@H](CO)N1C(=O)NC1CCCC1	nt	0.0	3	-12	0.0	-22	-8	nt
Cc1ccc(NC(=O)C2CC(O)CN2C(=O)Oc2ccccc2)c(C)c1 (stereo not given)	0	0.2	-7	-5	0.2	-10	6	-2
Cc1occc1C(=O)N1CCCC(N2CCN(c3ccccc3F)CC2)C1 (stereo not given)	1	-0.2	nt	-14	0.0	3	-1	0
COc1ccc(NS(=O)(=O)c2cc(NC(=O)Cc3n[nH]c(=O)c4ccccc34)ccc2OC)cc1	5	-0.5	-5	-13	0.5	7	nt	4
COc1ccccc1C(=O)Nc1ccc2c(c1)C(=O)N(C)C[C@H](OC)[C@@H](C)CN(CC1CC1)[C@H](C)CO2	-3	0.1	6	11	-0.1	2	1	2
C=CCCC(=O)Nc1ccc(Br)cn1	nt	nt	28	-10	0.0	-2	15	nt
Cc1ccccc1C(=O)N[C@H](C(=O)N1CCC[C@H]1C(=O)NC1CCCC1)C1CCCCC1	nt	-0.2	-11	1	0.4	2	-6	nt
CC/C(=N\NC(=O)c1c(C)nc2ccccn12)c1ccc(Cl)cc1	2	-0.5	-4	-6	0.4	-1	4	4
CCc1ccc(-c2nc(SCC(=O)N3CCOCC3)n[nH]2)cc1	nt	0.0	2	-12	-0.1	4	6	nt
C[C@@H](NC(=O)[C@@H]1CCCN1C(=O)[C@@H]1CCCN1C(=O)c1cccc2ccccc12)c1ccccc1	nt	0.7	10	2	0.0	-2	-8	nt
CCC(=O)Nc1ccc2c(c1)OC[C@@H](C)N(C(C)=O)C[C@@H](C)[C@@H](OC)CN(C)C2=O	4	-0.1	0	-8	-0.2	27	-5	3
O=C(NC1CCN(Cc2ccc(Cl)c(Cl)c2)CC1)c1ccccc1	2	0.3	-7	-7	0.1	2	4	-3
COc1ccc(NC(=O)N(C)C[C@H]2Oc3ccc(NC(=O)CCC(F)(F)F)cc3C(=O)N([C@H](C)CO)C[C@@H]2C)cc1	10&11	-0.2&-2.6	0&-1	-14&-7	0.0&0.1	-6&4	10	1&-8
Cc1ccc(S(=O)(=O)N2CCOCC2)cc1C(=O)OCC(=O)c1c(N)n(C)c(=O)n(C)c1=O	-17	nt	-1	-7	-0.2	2	1	-4
CCn1c(=S)[nH]c2sc3c(c2c1=O)CCCC3	0	nt	16	-31	0.0	-1	4	1
CO[C@@H]1CN(C)C(=O)c2cc(NC(=O)CC(F)(F)F)ccc2OC[C@H](C)N(S(=O)(=O)c2cn(C)cn2)C[C@@H]1C	nt	-0.3	16	-51	-0.3	27	-8	nt
C[C@H](CO)N1C[C@H](C)[C@@H](CN(C)C(=O)c2cc(Cl)cc(Cl)c2)OCc2ccccc2-c2c(n(C)c3ccccc23)C1=O	nt	5.9	9	-5	0.4	9	-7	nt
CCOC(=O)c1ccc(NC(=O)c2cc(C)nn2-c2ccccc2)cc1	-10	4.3	6	-11	0.3	4	1	2
Cc1cccc(N2CCN(C(=O)COCc3cc(-c4ccc5c(c4)OCO5)on3)CC2)c1C	-2	nt	-2	-75	0.1	-5	-1	4
CC(C)C#Cc1ccc2c(c1)O[C@H](CN(C)C(=O)c1cccnc1)[C@H](C)CN([C@H](C)CO)S2(=O)=O	0	-0.2	0	18	-0.8	5	nt	6
CN(C)C(CNC(=O)c1ccc(S(=O)(=O)NCc2ccco2)cc1)c1ccccc1 (stereo not given)	2	9.9	nt	nt	3.7	nt	10	nt
O=[N+]([O-])c1cc(C(F)(F)F)ccc1NCCc1ccccn1	nt	1.7	-37	-6	0.4	2	8	nt
CC(C)NC(=O)Nc1cccc2c1O[C@@H](CN(C)C(=O)Nc1ccc(F)cc1)[C@@H](C)CN([C@@H](C)CO)C2=O	-11	-0.1	10	7	-0.4	-11	nt	-2
C[C@H]1CCCCO[C@H](CN(C)C(=O)CCC(F)(F)F)[C@@H](C)CN([C@@H](C)CO)C(=O)c2cc(NS(=O)(=O)c3cn(C)cn3)ccc2O1	-2	-0.2	-4	1	0.0	-14	nt	5
C/C=C/c1ccc([C@H]2[C@@H](CO)N(C(=O)C3CCC3)[C@@H]2CNC(=O)CN(C)C)cc1	nt	-0.1	nt	-11	0.4	nt	-4	nt
Clc1ccc2scc(CN3CCCCC3)c2c1	4	-0.2	nt	nt	0.0	nt	-7	nt
COc1cccc(-c2cnc3c(c2)C(=O)N([C@@H](C)CO)C[C@@H](C)[C@H](CN(C)Cc2ccccc2)O3)c1	0	-0.2	-1	2	-1.2	-14	nt	2
O=C(Nc1ccc(Oc2ccccc2)cc1)c1ccc(Cn2c(=O)[nH]c3ccsc3c2=O)cc1	-11	nt	-1	-24	0.0	4	-3	-20
COc1cc2c(=O)n(CCC(=O)NCC3CCCO3)c(=O)n(CC(=O)Nc3ccccc3C)c2cc1OC (stereo not given)	12	nt	1	-6	0.5	2	-4	1
Nc1ccc2c(c1)C(O)c1cccc(C(=O)O)c1-2 (stereo not given)	nt	-0.3	-3	-24	0.2	-11	10	nt
O=C(Cc1ccncc1)N[C@H]1CC[C@@H](CCn2cc(-c3ccccc3F)nn2)O[C@H]1CO	1	-0.5	0	4	0.3	2	-25	8
COc1ccc(-c2nnc(NC(=O)Cc3ccccc3)o2)cc1	-1	-0.1	nt	-5	0.0	3	-6	-1
COc1cccc(N(CC(=O)Nc2ccccc2C(=O)N2CCCC2)S(C)(=O)=O)c1	4	nt	-14	-1	0.1	-2	-10	1
CCOC(=O)N1CCN(C(=O)c2ccccc2NC(=O)c2ccc(F)cc2)CC1	-8	nt	0	-17	0.2	0	nt	-14
CNC[C@H]1OCCCC[C@H](C)Oc2ccc(NC(=O)Nc3ccc(OC)cc3)cc2C(=O)N([C@@H](C)CO)C[C@@H]1C	5	-0.2	0	-55	0.0	-6	-8	-1
COc1ccc(/C=C/C(=O)Nc2ccccc2)cc1OC	nt	-1.3	-62	7	0.2	26	2	nt
CN(C)c1ccc(CC(=O)c2nc3ccccc3s2)cc1	nt	nt	-71	-22	0.1	-5	-7	nt
Cc1onc(-c2c(Cl)cccc2Cl)c1C(=O)N1CCN(c2ccc(F)cc2)CC1	-1	nt	1	0	0.1	-16	-12	2
C[C@@H]1CCCCO[C@H](CN(C)C(=O)CCCN(C)C)[C@H](C)CN([C@@H](C)CO)C(=O)c2cc(NC(=O)Nc3ccc(C(F)(F)F)cc3)ccc2O1	17	-0.2	-6	nt	-0.7	nt	nt	-7
NC(=O)CN1C(=O)NC2(CCCc3sccc32)C1=O (stereo not given)	1	0.1	-4	3	0.0	1	-2	-4
